M5 antag: CHRM5 antagonism in calcium assay; P08912; CHO-hM5 cells, Fluo-8 calcium fluorescence, ACh EC80; inhibition, % at 3 µM; 360,000 compounds, 0.59% hits;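 active = inhibition above a per-plate cutoff, the mean of that plate's test compounds plus 3 SD, cut at about 27% in these data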;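 note: 0% = acetylcholine EC80 with DMSO and 100% = DMSO without agonist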
CHRM1 PAM: positive allosteric modulators of human M1 muscarinic receptor | 360,000 compounds, 0.088% hits | CHO-K1 hM1, Fluo-8 calcium fluorescence, ACh EC20; 0% = ACh EC20, 100% = maximal ACh | P11229 | activation, % at 3 µM | AID 588819; in the data active = activation above about 19%, passing the limit was not always enough
Target sequence (P11229 whole entry, looked up): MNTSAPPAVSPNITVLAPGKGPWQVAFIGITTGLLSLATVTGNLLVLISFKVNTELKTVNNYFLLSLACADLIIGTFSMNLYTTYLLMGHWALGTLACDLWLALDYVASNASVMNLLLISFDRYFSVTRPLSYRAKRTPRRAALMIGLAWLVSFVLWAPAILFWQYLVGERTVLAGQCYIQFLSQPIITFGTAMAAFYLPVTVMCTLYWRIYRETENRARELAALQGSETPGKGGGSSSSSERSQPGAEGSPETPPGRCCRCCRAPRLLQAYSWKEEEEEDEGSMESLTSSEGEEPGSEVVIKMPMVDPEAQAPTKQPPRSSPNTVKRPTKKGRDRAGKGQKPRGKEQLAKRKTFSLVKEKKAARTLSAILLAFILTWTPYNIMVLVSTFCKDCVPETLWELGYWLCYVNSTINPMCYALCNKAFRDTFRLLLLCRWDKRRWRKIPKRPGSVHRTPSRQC
M5 ag: CHRM5 agonism in calcium assay | P08912 | CHO-K1 hM5 cells, Fluo-8 calcium fluorescence; 0% DMSO wells, 100% maximal acetylcholine response | activation, % at 3 µM | 360,000 compounds, 0.19% hits | AID 624037;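 active = activation above the run's mean over test compounds plus 3 SD, cut at about 23% in these data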;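 note: signal is peak over basal fluorescence ratio across the kinetic read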
CHRM5 PAM: positive allosteric modulators of human muscarinic M5 receptor. activation, % at 3 µM. P08912. CHO-K1 hM5, Fluo-8 calcium, ACh EC20 PAM; 0% = ACh EC20, 100% = ACh EC100. 360,000 compounds, 0.3% hits;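 active = activation above the run cutoff, the mean activation of all test compounds plus 3 SD, cut at about 18% in these data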
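Test system: CHO-K1 hM5 cells / Doses: single-point, 3 µM nominal / Times: Post-acetylcholine fluorescence recording 140 s / Technique: Fluo-8 calcium fluorescence / Measure: Max/basal fluorescence ratio as % of EC20–EC100 ACh window / Benchmarks: low control EC20 acetylcholine (0%), high control EC100 acetylcholine (100%) / Replicates: one well per compound, no replicates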
TAAR1 agonist: human TAAR1 agonism | CHO RD-HGA16 TAAR1, Fluo-8 calcium fluorescence; vehicle wells 0%, saturating PEA agonist 100% | Q96RJ0 | 360,000 compounds, 0.99% hits | activation, % at 3 µM;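 active = activation above the mean activation of all test compounds in the run plus 3 SD, cut at about 38% in these data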
Target sequence (Q96RJ0 whole entry, looked up): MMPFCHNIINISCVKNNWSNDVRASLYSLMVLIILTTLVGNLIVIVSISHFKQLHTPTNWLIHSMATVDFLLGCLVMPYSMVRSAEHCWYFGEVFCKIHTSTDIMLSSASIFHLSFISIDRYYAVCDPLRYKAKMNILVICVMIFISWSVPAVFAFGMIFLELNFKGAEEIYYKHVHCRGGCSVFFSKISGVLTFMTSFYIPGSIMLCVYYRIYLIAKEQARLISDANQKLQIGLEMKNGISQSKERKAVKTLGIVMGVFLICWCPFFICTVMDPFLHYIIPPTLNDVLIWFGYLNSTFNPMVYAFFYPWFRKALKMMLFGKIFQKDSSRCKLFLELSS
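Benchmarks: low control DMSO, high control PEA (EC100); System: CHO RD-HGA16 cells carrying human TAAR1 plus Gα16; Detection: Fluo-8 fluorescence, 5 s baseline then 140 s kinetic read; Schedule: 17-24 h plating, Fluo-8 75 min 37 °C, 30 min RT; Read-out basis: % activation from peak over basal fluorescence ratio, DMSO-to-PEA scaled.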
M4 antag: CHRM4 antagonism in calcium assay | P08173 | CHO-hM4 cells, ACh EC80, Fluo-8 calcium fluorescence | inhibition, % at 3 µM | 360,000 compounds, 0.73% hits | AID 624125;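 active = inhibition above its plate's cutoff, the mean inhibition of sample wells plus 3 SD, cut at about 27% in these data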;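 note: 0% = acetylcholine EC80 with DMSO and 100% = DMSO without agonist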
M1 ag: activates human CHRM1 receptor; CHO-K1 hM1, Fluo-8 calcium fluorescence, agonist mode; 0% DMSO, 100% acetylcholine EC100; P11229; activation, % at 3 µM; 360,000 compounds, 0.33% hits;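 active = activation above the run's mean compound activation plus 3 SD, cut at about 16% in these data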;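 note: peak over basal fluorescence ratio within a 140 s kinetic read after compound addition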
CHRM4 agonist: agonists of human muscarinic M4 receptor (CHRM4); P08173; CHO-K1 hM4/Gqi5, Fluo-8 calcium fluorescence; vehicle 0%, full acetylcholine response 100%; AID 624127; activation, % at 3 µM; 360,000 compounds, 0.14% hits;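 active = activation above the run mean over all test wells plus 3 SD, cut at about 32% in these data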;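 note: peak over basal fluorescence ratio per well then scaled between controls; 0% = DMSO wells and 100% = acetylcholine at EC100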
CHRM1 antagonist: human CHRM1 antagonism; AID 588852; inhibition, % at 3 µM; P11229; 360,000 compounds, 1.3% hits; CHO-K1 hM1, Fluo-8 calcium fluorescence, ACh EC80 antagonist;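 active = percent inhibition above its own plate's cutoff, namely the mean of that plate's compound wells plus 3 SD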;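 note: peak over basal fluorescence ratio during 140 s after agonist addition; 0% = ACh EC80 plus DMSO and 100% = DMSO alone without agonist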
The depositor's hits bear a star; . = no result given; & = joins results of further samples.

M5 antag,CHRM1 PAM,CHRM1 antagonist,M1 ag,M4 antag,CHRM5 PAM,TAAR1 agonist,M5 ag,CHRM4 agonist,molecule
21,-8,22,-3,16,-18,16,1,12,COc1ccc(C(=O)N2N=C(c3ccc(NS(C)(=O)=O)cc3)CC2c2cccs2)cc1 (stereo unspecified)
-7,0,1,-2,-6,5,10,-10,1,CC(=O)NCC(=O)N(c1c(C)n(C)n(-c2ccccc2)c1=O)C1(C(=O)NC2CCCC2)CCCCC1
-4,-9,1,-3,4,-1,16,-1,0,Cc1ccc(SCC(=O)NCCCN2CCOCC2)cc1
0,-1,4,0,5,-6,23,4,14,CCN(CC)C(=O)c1cc2c(=O)n3cccc(C)c3nc2n1C
2,18,-1,6,2,3,1,3,1,Cc1ccc(-n2c(C)nn(CC#N)c2=O)cc1
2,0,-5,-4,-6,-3,-2,-3,0,Cc1ccc(/C=C2\S/C(=N/S(=O)(=O)c3cccs3)NC2=O)cc1
0,-2,3,-1,3,-2,9,4,11,COc1ccc2cc(C(=O)C3CCCN(C(=O)c4sc(C)nc4C)C3)ccc2c1 (stereo unspecified)
8,-2,7,-3,5,-9,3,-3,1,Cc1ccc(S(=O)(=O)Nc2ccncc2)c(C)c1
-2,17,-39,-12,1,4,10,3,0,Cc1nn(-c2ccccc2)c2c1P(=O)(O)/C(=C1\N(C)c3ccccc3C1(C)C)C=N2
-1,-1,8,-1,-8,-7,8,4,8,Cc1c(C(=O)NCC2CCCO2)oc2ccc(S(=O)(=O)N3CCCC3)cc12 (stereo unspecified)
-11,2,0,1,-20,3,-2,-4,0,COc1ccc(/C(N)=N/OC(=O)CC2CCCCC2)cc1
1,14,-23,0,-2,2,16,-2,4,Cc1ccc(NC(=O)CCn2c(=O)[nH]c3ccsc3c2=O)cc1C
2,6,-12,-3,-18,4,2,-1,1,COCCn1c(SCC(=O)Nc2ccc(OC)cc2)nnc1-c1ccoc1C
6,3,3,-6,-3,-2,10,1,4,CCc1ccccc1NC(=O)c1ccccc1Sc1ccc([N+](=O)[O-])cc1Cl
12,-7,12,-4,0,-2,4,-4,0,Cc1cc(C)n(-c2nc(NC(C)(C)C)nc(NC(C)(C)C)n2)n1
5,-2,-24,-7,0,-3,-2,-7,-1,CCCc1nc2ccc(Br)cn2c1Cc1cccc(Cl)c1
-1,5,-8,-2,-26,3,13,-3,1,CC(=O)Nc1sc(C)c(C)c1C(=O)OCC(=O)N(Cc1ccccc1)C(C)C
4,17,-27,-2,-15,-1,-2,-6,1,Cc1ccc(-n2cnn(-c3ccc([N+](=O)[O-])cc3[N+](=O)[O-])c2=O)cc1
37*,-24,21*,-7,-9,-18,17,-7,4,CN1CCN(c2ccc([N+](=O)[O-])cc2C(=O)c2ccc(Br)cc2)CC1
31*,-27,64*,-14,1,-19,5,-8,0,CC(C)C(O)(C#CCN1CCCCC1)C(C)C
7,7,-5,-4,3,-3,1,2,0,O=S(=O)(c1ccc(F)cc1)n1ccc2cccnc21
3,-15,11,-15,-7,-10,9,-11,3,Cc1c(CCOC(=O)c2ccc([N+](=O)[O-])cc2)sc[n+]1CC(=O)c1ccccc1
12,1,7,-2,5,-8,4,3,0,CN(C)c1ccc(C2NC(=O)c3ccccc3N2)cc1 (stereo unspecified)
-3,4,-3,-5,-5,6,4,3,1,COc1ccccc1OCC(=O)Nc1c2c(nn1-c1ccc(C)cc1)CS(=O)(=O)C2
-2,16,-2,3,3,-2,2,3,1,C[C@H]1COC(=O)CC/C=C\C[C@H](CC(=O)N(CCO)Cc2ccccc2)C(=O)N1
2,6,-4,0,-5,2,-2,-4,1,Cc1ccc(NC(=O)NC2CCCCCCC2)cc1C
6,1,-3,-3,-12,5,7,-1,1,CCN(CC)c1ccc(/C=N/N=C(N)N)c(O)c1
4,-19,7,-10,-15,-4,4,0,14,Cc1oc(-c2cccc(Cl)c2)nc1CN1CCCC(C(=O)NC(C)c2ccc3c(c2)OCCO3)C1 (stereo unspecified)
-5,4,-6,-8,6,3,1,-3,1,COc1ccc(/C=C/C(=O)OCC(=O)Nc2ccc(C)cc2)cc1S(=O)(=O)N1CCOCC1
-3,0,-17,-2,-5,4,1,1,0,CC(=O)OCc1nc2sc3c(c2c(=O)[nH]1)CCCC3
6,12,-10,-5,5,2,-1,-4,1,O=C(NCC(=O)N1CC(O)CC1C(=O)N1CCCC1C(=O)OCc1ccccc1)OCc1ccccc1 (stereo unspecified)
3,3,-4,-2,-10,-4,2,0,4,CCC(C(=O)OC)n1cnc2scc(-c3ccc(C)c(C)c3)c2c1=O (stereo unspecified)
3,1,2,4,2,-1,9,0,0,CCCCNC(=O)Nc1ccnn1C1CCCCC1
10,-16,27,0,-7,-14,13,5,21,Cc1ccc2c(c1)N(CC(=O)NCCCc1ccccc1)C(=O)c1cccnc1O2
-10,8,-12,-4,-1,0,4,0,0,CCn1cc([N+](=O)[O-])c(C(=O)N2CCCC2)n1
8,2,-6,-4,-4,-1,2,-1,1,CCCc1cc2c(cc1NC(=O)Cc1ccccc1)OCO2
2,-10,20,-5,4,-5,18,-7,-1,CCOC(=O)CSc1nc(C2CC2)cc(-c2ccc(F)cc2)c1C#N
4,2,3,-8,-10,-15,6,-5,2,CCCOC(=O)/C(=C\C=C\c1ccccc1)NC(=O)c1ccccc1
5,3,-8,-5,0,-5,2,2,1,CCOC(=O)C1CCN(C(c2cccs2)c2sc3nc(C)nn3c2O)CC1 (stereo unspecified)
24,10,-16,5,-3,-8,0,-2,1,Cc1ccc(CCNC(=O)C2CC(=O)N(C3CCCCC3)C2)cc1 (stereo unspecified)
3,7,-4,-1,-2,5,1,3,0,CN(C)C(=O)c1ccc(-c2n[nH]c(=O)c3ccccc23)cc1
-5,2,-11,-3,15,-2,3,1,1,COc1ccc(CNC(=O)COC(=O)Cc2ccsc2)cc1
0,12,-8,2,-10,1,-1,-2,2,COc1cccc(C(=O)NC2CC3CCCC(C2)N3CC(=O)Nc2ccccc2C(F)(F)F)c1 (stereo unspecified)
7,-4,-5,-1,1,0,8,-2,0,CCn1c(SCC(=O)N2CCOCC2)nnc1-c1cccs1
4,13,-11,0,0,4,2,1,5,CC(C)[C@H](NC(=O)c1ccccc1Cl)C(=O)Nc1nc(-c2ccccn2)cs1

Three compounds from above, ordered by their value in M1 ag, low to high:
M5 antag,CHRM1 PAM,CHRM1 antagonist,M1 ag,M4 antag,CHRM5 PAM,TAAR1 agonist,M5 ag,CHRM4 agonist,molecule
3,3,-4,-2,-10,-4,2,0,4,CCC(C(=O)OC)n1cnc2scc(-c3ccc(C)c(C)c3)c2c1=O (stereo unspecified)
3,7,-4,-1,-2,5,1,3,0,CN(C)C(=O)c1ccc(-c2n[nH]c(=O)c3ccccc23)cc1
0,12,-8,2,-10,1,-1,-2,2,COc1cccc(C(=O)NC2CC3CCCC(C2)N3CC(=O)Nc2ccccc2C(F)(F)F)c1 (stereo unspecified)

New compounds follow:
M5 antag,CHRM1 PAM,CHRM1 antagonist,M1 ag,M4 antag,CHRM5 PAM,TAAR1 agonist,M5 ag,CHRM4 agonist,molecule
15,3,-4,-5,1,0,31,-2,2,COc1cccc(C(=O)OCC(=O)N2CCc3ccccc3C2)c1
3,7,-4,-2,-2,3,2,1,0,CCCn1c(SCC(=O)NC2CCCCC2)nnc1-c1ccccn1
4,8,-13,-2,2,-1,-2,-2,0,CCC(=O)Nc1ccccc1N1CCN(c2ccc(F)cc2)CC1
12,-13,4,-5,23,-6,2,-2,5,COc1cccc(OCCN2CCN(c3ncnc4c3cnn4-c3ccccc3)CC2)c1
2,0,-21,-3,0,-6,0,-2,0,Cn1nccc1C(=O)c1ccc(Cl)cc1
-1,10,-15,-6,-16,-4,3,-2,1,Cc1cccc(C(=O)N2CCN(Cc3ccc4c(c3)OCO4)CC2)c1
8,5,-4,-4,2,1,2,-2,0,NS(=O)(=O)c1ccc(NNC(=O)c2cccs2)cc1
-6,4,0,-4,-1,-3,8,2,1,CN(C(=S)Nc1ccccc1)c1ccccc1
7,4,-6,-2,0,0,3,3,3,CNc1nc2ccccc2n1CC(=O)c1ccccc1
4,6,-13,-1,5,-5,-2,-3,1,Cc1ccc(NC(=O)CCCc2c[nH]c3ccccc23)nc1
-5,-1,4,-1,2,3,2,-1,1,O=C(CCc1ccccc1)NNC(=O)COc1ccc([N+](=O)[O-])cc1
-4,13,-7,-9,-6,10,6,1,1,Cc1ccc(C(=O)OCC(=O)Nc2c(C)n(C)n(-c3ccccc3)c2=O)cc1[N+](=O)[O-]
-2,9,-5,5,19,4,64*,5,22,CN(Cc1ccccc1)C(=O)c1ccc(Nc2nc(C(N)Cc3ccc(C(F)(F)F)cc3)cs2)nc1 (stereo unspecified)
-2,1,-1,-5,4,2,-1,-2,0,CC(C)C(NC(=O)c1ccc(F)cc1)C(=O)OCC(=O)N1CC(=O)Nc2ccccc21 (stereo unspecified)
5,9,10,-1,-9,4,6,-3,2,CC(=NNC(=O)Cn1ccc(C(F)(F)F)n1)c1ccc(-n2ccnc2)cc1
11,-4,13,-3,1,-16,8,-12,-2,Cc1ccc(S(=O)(=O)N2CCN(Cc3cc(C(C)C)ccc3O)CC2)cc1
22,11,-14,-2,0,-14,4,-1,0,O=C(COC(=O)c1cc(=O)[nH]c(=O)[nH]1)Nc1ccccc1F
-7&0,.,.,.,-14&0,-3&-4,-1&4,0&-2,3&3,O=C(C(=O)N1CCC(Cc2ccccc2)CC1)c1ccccc1
1,10,-11,-6,7,6,-1,-4,3,COc1cc2ccccc2cc1C(=O)Nc1ccncc1

Not all compounds are listed; the hit share may differ from the screen's.
